# Screening data as filed in PubChem BioAssay.
# TSHR antag = Antagonists of the Thyroid Stimulating Hormone Receptor: HTS campaign | activity change, negative = inhibition, % at 11.5 µM | TSHR-expressing cells, TSH-stimulated cAMP HTRF, 2 h; hits give low values | Thyrotropin receptor (Homo sapiens), P16473 | 0.2% of 330,000 active;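 active = activity change below a set negative limit, meaning inhibition stronger than a set level, cut at about -70% in these data; inconclusive = activity change between two set negative limits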; also: % is scaled to controls: 0 for no effect and ±100 for the full control effect
# Target sequence (P16473 whole entry, looked up): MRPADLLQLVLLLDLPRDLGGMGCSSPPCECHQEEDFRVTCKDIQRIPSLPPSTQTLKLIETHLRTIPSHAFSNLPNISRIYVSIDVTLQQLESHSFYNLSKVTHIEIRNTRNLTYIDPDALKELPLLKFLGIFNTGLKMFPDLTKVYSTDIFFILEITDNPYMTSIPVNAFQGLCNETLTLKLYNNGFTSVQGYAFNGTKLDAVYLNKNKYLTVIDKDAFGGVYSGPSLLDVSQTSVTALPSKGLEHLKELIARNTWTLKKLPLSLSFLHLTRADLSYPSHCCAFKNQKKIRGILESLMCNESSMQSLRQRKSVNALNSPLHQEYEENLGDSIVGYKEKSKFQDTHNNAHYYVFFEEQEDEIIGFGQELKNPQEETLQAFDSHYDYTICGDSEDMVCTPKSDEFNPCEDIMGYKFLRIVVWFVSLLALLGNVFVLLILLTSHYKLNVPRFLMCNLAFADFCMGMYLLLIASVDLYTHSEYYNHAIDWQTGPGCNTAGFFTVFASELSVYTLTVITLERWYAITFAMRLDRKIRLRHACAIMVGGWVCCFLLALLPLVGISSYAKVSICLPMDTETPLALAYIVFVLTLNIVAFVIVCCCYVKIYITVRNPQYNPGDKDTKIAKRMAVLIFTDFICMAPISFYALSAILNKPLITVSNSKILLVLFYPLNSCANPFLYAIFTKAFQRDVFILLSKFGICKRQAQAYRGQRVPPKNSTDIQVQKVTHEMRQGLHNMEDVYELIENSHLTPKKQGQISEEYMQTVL
#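 Freshly harvested TSHR cells receive pin-tooled compound, then EC80 TSH at 4nM final. After 2 hours at 37 deg C, antibody in lysis buffer and cAMP-d2 are added; 30 minutes at ambient temperature precede the HTRF read.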
# Giardia kill = Small Molecules that selectively kill Giardia lamblia: qHTS; Giardia lamblia trophozoite viability; activity change, % at 7.66 µM, hits read low; 0.15% of 340,000 active; in the data active = activity change below about -80%; inconclusive = between about -30% and that limit;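 also: parasites exposed to compound for two days anaerobically before the ATP read; % is scaled to controls: 0 for no effect and ±100 for the full control effect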
#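 Killing of trophozoites was scored by loss of ATP luminescence after a 48 hrs anaerobic exposure to compounds at 37 deg C, using 100 cells per well.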
# A-T KAP1 phos = qHTS Assay for Identifying a Potential Treatment of Ataxia-Telangiectasia | Potency, µM (highest dose often 57.5 µM), without a hit: at the top dose activation, hits mostly activators | […] A-T fibroblasts, KAP-1 phosphorylation AlphaLISA; neocarzinostatin DNA damage 30 min before lysis | 0.19% of 320,000 active; also: potency is read from the fitted curve at half-maximal effect; % of control where 0% means no effect; nearly all actives have a fitted effect of over 45% in size
#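 ATM-like activity read as KAP-1 phosphorylation via AlphaLISA donor/acceptor antibody pairs after lysis and 6 hr at 25C. Cells were ATM-null patient fibroblasts ([…], hTERT), dosed 60 min, then exposed to the DSB inducer NCS for 30 min.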
# FBPA coupling cs = qHTS Assay for Inhibitors of Fructose-1,6-bisphosphate Aldolase from Giardia Lamblia: Coupling assay counterscreen | coupling enzyme system counterscreen, AmpLite Red fluorescence | activity change, negative = inhibition, % at 58.2 µM, hits read low | 0.67% of 290,000 active; in the data active = activity change below about -30%; also: % is scaled to controls: 0 for no effect and ±100 for the full control effect
#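 Fluorescence at 525 nm excitation and 598 nm emission measured inhibition of the coupled detection system without aldolase. Compounds (at 57.5 uM final) were preincubated 10 min at room temperature with coupling enzyme reagent before a 20 min substrate/AmpLite Red step.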
# TCR act = Activators of T cell receptors: qHTS campaign. Potency, µM (highest dose often 9.22 µM), for inactives: at the highest dose activation of IL-2 secretion, actives largely listed as activators. 330,000 tested, under 10 active. primary human leukocytes, anti-CD3, IL-2 HTRF, 48 h; also: % of control where 0% means no effect
#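 Readout: HTRF IL-2, Eu-cryptate/d2 antibody pair, 320nm excitation, 665nm emission. Stimulus: a-CD3 beads, no co-stimulation. Cells: primary human leukocytes. Exposure: 48 hr with compound.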
# GALK inhibitor = qHTS Assay for Inhibitors of Human Galactokinase (GALK). 0.007% of 270,000 active. Purified GALK, Kinase-Glo residual ATP luminescence. Potency, µM (highest dose often 57.5 µM), for inactives: top-dose activity change, negative = inhibition, actives largely listed as inhibitors; also: potency is read from the fitted curve at half-maximal effect; % is scaled to controls: 0 for no effect and ±100 for the full control effect
#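 Compounds were pin-transferred into ATP buffer (35 uM final), then GALK plus galactose (5 nM, 100 uM final) was added. After 1 h at room temperature, Kinase-Glo Plus was added and luminescence read after 10 min.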
# CXXC DNA block = qHTS Fluorescence Polarization Assay for Inhibitors of MLL CXXC domain - DNA interaction; MLL-CXXC / FITC-HOXA9 DNA fluorescence polarization; Histone-lysine N-methyltransferase 2A (Homo sapiens), Q03164; 0.037% of 290,000 active; Potency, µM (series often up to 115 µM), for the others: top-dose activity change, negative = inhibition, most hits filed as inhibitors; active = well fitted inhibition curve with a large enough effect in the polarisation, with a control signal flat, not every such curve was filed as active; inconclusive = small, poorly fitted or top-dose-only effect, or effect the other way, or a change in a side signal; inactive = no such curve, though single readings can be large or run the other way; the % refers to the polarisation; also: potency is read from the fitted curve at half-maximal effect
#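 Steps: dispense CXXC domain solution (7 uM) → pin compounds or unlabeled HOX-A9 DNA control → 5 min ambient → add FLSN-HOX-A9 solution (50 nM) → spin → 30 min ambient → fluorescence polarization. Tris pH 7.5/NaCl/DTT/BSA buffer.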
# Tb PFK inh = qHTS Assay to Find Inhibitors of T. brucei phosphofructokinase. ATP-dependent 6-phosphofructokinase (Trypanosoma brucei brucei), O15648. T. brucei PFK, ADP-Glo luminescence. Potency, µM (doses to about 57.5 µM), inactives show at the top dose activity, negative = inhibition, most hits filed as inhibitors. 0.17% of 330,000 active. AID 485367, 2010;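 also: potency is read from the fitted curve at half-maximal effect; 0% = uninhibited 1x PFK enzyme wells and -100% = no-enzyme wells; nearly all actives have a fitted effect of over 60% in size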
#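 In TEA buffer at pH 8.0 with 5 mM MgCl2, enzyme (1.25 nM) converted F6P (0.5 mM) and ATP (0.1 mM) for 45 min at room temperature. ADP product was read by luciferase luminescence.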
# hERG WT inh = qHTS for Inhibitors of KCHN2 3.1: Wildtype qHTS | Voltage-gated inwardly rectifying potassium channel KCNH2 (Homo sapiens), Q12809 | U2OS, BacMam KCNH2, thallium flux FluxOr; hits give low values | activity change, % at 1.84 µM | 0.37% of 340,000 active | AID 720551, 2013;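 active = maximum activity change below -70%; inconclusive = maximum activity change between -70% and -50%; inactive = maximum activity change above -50%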; also: % is scaled to controls: 0 for no effect and ±100 for the full control effect
#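 U2OS cells were transduced with wild-type KCNH2 virus (2.03 x 10^8 / mL) for 4 h at room temperature, then cultured overnight at 37 C. Thallium flux was read with FluxOr dye. Rate constants were normalized to DMSO controls.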
# Chronic BCR inh = qHTS Assay to Find Inhibitors of Chronic Active B-Cell Receptor Signaling | Potency, µM (doses to about 46.1 µM), for inactives: at the top dose ratio change, negative = lower green/red ratio, usual class: inhibitors | 0.05% of 340,000 active | AID 493014, 2011 | ABC-DLBCL IkBa-CBG/CBR reporter, luminescence ratio, 4 h; active = well fitted inhibition curve with a large enough effect in the signal ratio, with a control signal flat, not every such curve was filed as active; inconclusive = small, poorly fitted or top-dose-only effect, or effect the other way, or a change in a side signal; the % refers to the signal ratio;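 also: potency is read from the fitted curve at half-maximal effect; plate controls were basal doxycycline-induced cells for no effect and cells given 10 µM MG132 for full effect; MG132 reads +100%, hits lower the ratio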
#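 Doxycycline induced both beetle luciferases in TMD8 lymphoma cells; IKK-driven degradation limits the IkappaBalpha-fused green signal, while red luminescence normalises for cell number and nonspecific effects. Compounds tested up to 46 uM, 4 hrs.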
# Starred values were filed as active, the others as inactive; u = inconclusive; x = no result given; [ ] = dose if it differs, or a comment. Unless noted, calls follow the shape of the dose curve; as a rule, active = well fitted curve in the direction sought with a large enough effect; inconclusive = small, poorly fitted or top-dose-only effect, or another doubt; inactive = no such curve, though single readings can be large; an effect the other way counts as inactive or inconclusive.
SMILES,TSHR antag,Giardia kill,A-T KAP1 phos,FBPA coupling cs,TCR act,GALK inhibitor,CXXC DNA block,Tb PFK inh,hERG WT inh,Chronic BCR inh
O=C(CNC(=O)c1cccs1)OCC(=O)c1ccc(Br)cc1,0,-4,-6%,2,0%,-2%,-8%,0%,12,2%
O=C(Nc1ccccn1)c1ccc(C(=O)Nc2ccccn2)cc1,-8,7,14%,-1,3%,0%,0%,2%,13,1%
Cc1nc2c3ccccc3n(CCN3CCCCC3)c2s1,7,x,3%,0,x,1%,-7%,-4%,x,3%
O=C(NC(=S)Nc1cccc(Cl)c1N1CCCC1)c1ccc(-c2cccc([N+](=O)[O-])c2)o1,14,13,16%,2,-1%,-1%,2%,-4%,-13,5%
O=c1[nH]c(C(F)(F)F)nc2c1nnn2Cc1ccccc1F,-1,8,-5%,5,1%,1%,0%,2%,3,0%
Nc1ccc(N2CCN(CCCCN3C(=O)C4CCCN4C3=O)CC2)cc1 (stereo not drawn),-12,-6,-24%,-27,1%[46.1 µM],3%,5%,-6%,10,-11%
Cc1noc(C)c1COc1ccc(C(=O)OCc2nnc(-c3ccc(Cl)cc3)o2)cc1,-30,8,-3%,0,-12%,3%,9%,3%,-14,-20%
NC(=O)c1cc([N+](=O)[O-])ccc1NCc1cccc(N)c1,-9,41[activator],-3%,x,-8%,x,x,12%,-7,-9%
O=C(Nc1ccc(F)cc1)NC1(C(=O)NCc2ccc3c(c2)OCO3)CCCCC1,-13,30,x,-3,-1%[46.1 µM],-1%,1%,-4%,-8,5%
CCOc1ccc(S(=O)(=O)NCc2ccccc2OC)cc1,0,52[activator],2%,1,0%,-3%,1%,3%,8,-1%
C/C(=N\NC(=O)c1ccco1)c1ccc(NC(=O)c2ccccc2)cc1,-29,-4,8%,0,11%,-1%,29%,5%,1,u
COc1ccc(-n2nc(C(=O)NCC(=O)NCc3cccc(F)c3)c3ccccc3c2=O)cc1Cl,-1,-1,1%,0,-6%,-2%,12%,0%,7,10%
CCCCCC(=O)Nc1ccc(-c2csc(N)n2)cc1,8,11,-4%,-5,7%,0%,11%,-1%,2,u
COc1ccc(Oc2cc(F)nc(N)n2)cc1,-1,-8,7%,-1,x,-1%,10%,0%,-3,-18%
COC(=O)CC1Sc2ccccc2NC1=O (stereo not drawn),-3,6,2%,8,-3%,-9%,1%,0%,-3,-2%
Cc1ccc(Cl)cc1N1CCN(C(=O)Cn2ccc3ccccc3c2=O)CC1,-12,14,0%,1,-2%,0%,11%,5%,-16,5%
O=C(/C=C1\C(=O)Nc2ccccc21)/C=C1\C(=O)Nc2ccccc21,1,-17,-17%,-9,-148%,-4%,8%,u,4,u
COc1ccc(-c2cc(-c3ccc(Cl)cc3)c(C#N)c(SCC(=O)O)n2)cc1,-72*,6,-29%,2,3%,-6%,u,2%,5,10%
Cc1cccc2c1NC(=O)C21N2CCCC2C(C(=O)c2ccc3ccccc3c2)C12C(=O)Nc1ccccc12 (stereo not drawn),19,6,u,-4,-1%,1%,-2%,-21%,-6,2%
O=C(O)c1ccc(NS(=O)(=O)c2cc(C(=O)O)ccc2Br)cc1,2,-12,1%,-1,11%,3%,1%,0%,-4,1%
CC/C(C)=C1\SC(N2CCN(c3cccc(C(F)(F)F)c3)CC2)=NC1=O,0,6,4%,2,3%,-3%,7%,-7%,1,-11%
Cc1cccc(NC(=O)c2cc(-c3c(C)cc(C)cc3O)n[nH]2)c1,6,-29,4%,-2,-3%,x,1%,0%,-7,u
O=C1NCCOC(=O)[C@H](Cc2ccc(F)cc2)CC/C=C/C[C@H]1CC(=O)N(CCO)Cc1ccccc1,7,3,-1%,x,-2%,x,x,0%,x,-4%
COc1cc(-c2nnc(CSc3nnc(Nc4ccc(Oc5ccccc5)cc4)s3)o2)cc(OC)c1OC,1,-4,0%,-2,1%[46.1 µM],1%,6%,1%,30,u
COc1ccc(C(=O)N/N=C(\N)c2cc3ccccc3oc2=O)cc1,33,5,26%,4,-1%,1%,u,-2%,-4,-12%

# 5 records drawn at random from those above, as already listed:
SMILES,TSHR antag,Giardia kill,A-T KAP1 phos,FBPA coupling cs,TCR act,GALK inhibitor,CXXC DNA block,Tb PFK inh,hERG WT inh,Chronic BCR inh
CCOc1ccc(S(=O)(=O)NCc2ccccc2OC)cc1,0,52[activator],2%,1,0%,-3%,1%,3%,8,-1%
O=C(NC(=S)Nc1cccc(Cl)c1N1CCCC1)c1ccc(-c2cccc([N+](=O)[O-])c2)o1,14,13,16%,2,-1%,-1%,2%,-4%,-13,5%
O=C(Nc1ccc(F)cc1)NC1(C(=O)NCc2ccc3c(c2)OCO3)CCCCC1,-13,30,x,-3,-1%[46.1 µM],-1%,1%,-4%,-8,5%
Cc1cccc(NC(=O)c2cc(-c3c(C)cc(C)cc3O)n[nH]2)c1,6,-29,4%,-2,-3%,x,1%,0%,-7,u
C/C(=N\NC(=O)c1ccco1)c1ccc(NC(=O)c2ccccc2)cc1,-29,-4,8%,0,11%,-1%,29%,5%,1,u

# More compounds follow:
SMILES,TSHR antag,Giardia kill,A-T KAP1 phos,FBPA coupling cs,TCR act,GALK inhibitor,CXXC DNA block,Tb PFK inh,hERG WT inh,Chronic BCR inh
COc1ccc(OC)c2[nH]c(=O)c(CCNC(=O)c3cc4ccccc4o3)cc12,22,-4,-4%,-8,-2%,0%,-3%,-2%,-4,6%
O=C(NC1CCOC1)c1cc(COc2cccc(C(F)(F)F)c2)on1 (stereo not drawn),26,-9,-7%,x,3%,-8%,7%,-5%,5,0%
O=S(=O)(NCc1cccnc1)c1ccccc1,-4,1,1%,-1,-1%,0%,6%,5%,7,6%
Cc1ccc2c(c1)nnn2C1CCN(S(=O)(=O)c2ccc(C(=O)NC3CCCC3)cc2)CC1,-11,-18,-4%,5,-4%,0%,-3%,8%,40,8%
CSc1nnc(N2C(=O)C(O)=C(C(=O)c3ccco3)C2c2cccc(Cl)c2)s1 (stereo not drawn),8,9,-2%,x,27%,3%,u,-3%,-21,u
Cc1nnc(N/N=C/c2cccs2)[nH]c1=O,10,u,3%,4,6%,1%,-12%,-1%,1,u
COc1cc(OC)c(C(=O)OCC(=O)Nc2ccc(S(=O)(=O)N3CCOCC3)cc2)cc1OC,0,-4,2%,x,-4%[46.1 µM],x,x,2%,-3,-4%
CN1CCN(C(=O)/C(=C/c2ccco2)NC(=O)c2ccccc2)CC1,-7,-15,-11%,0,5%,5%,5%,-4%,40,u
CCN(C(=O)Cn1c([N+](=O)[O-])cnc1C)c1ccccc1,-4,-6,4%,1,x,-3%,-6%,1%,-2,u
Cc1cccc(Cc2c(C)nc3c(C(=O)N4CCN(Cc5ccc6c(c5)OCO6)CC4)cnn3c2C)c1,20,-16,-2%,2,x,-3%,-3%,-2%,14,u
C/C(N)=C(/C#N)C(=O)CSc1ccccc1F,-4,6,0%,2,8%,1%,1%,3%,4,u
N#Cc1cc(Oc2ccccc2)c(-n2nnc3ccccc32)cc1C#N,4,-20,-5%,-2,-3%[46.1 µM],-2%,-1%,-2%,-40,-6%
O=C1[C@@H]2C(c3ccccc3Cl)=NO[C@@H]2C(=O)N1Cc1ccccc1,-2,9,-3%,-2,1%,1%,1%,3%,2,12%
Cn1c(=O)c(C(=O)NNC(=O)c2ccccc2Cl)c(O)c2ccccc21,-8,4,-3%,-1,-1%,0%,38%[activator],-8%,-6,u
O=C(CC1C(=O)N(c2ccc(F)cc2)C(=O)N1Cc1ccccn1)Nc1ccccc1 (stereo not drawn),8,-7,3%,3,-11%,-1%,0%,-1%,-1,-1%
Cc1cc(NC(=O)COC(=O)CSCc2ccc(Cl)c(Cl)c2)no1,1,-11,5%,-2,-2%,-3%,4%,u,-4,u

# Single values from the results shown:
# Value of O=C(CNC(=O)c1cccs1)OCC(=O)c1ccc(Br)cc1 in A-T KAP1 phos: -6%
# Value of COc1ccc(-c2cc(-c3ccc(Cl)cc3)c(C#N)c(SCC(=O)O)n2)cc1 in hERG WT inh: 5
